Bioassay records deposited in PubChem by The Scripps Research Institute Molecular Screening Center.
M1 antag: antagonists of human M1 muscarinic receptor; CHO-K1 hM1, Fluo-8 calcium fluorescence, ACh EC80 antagonist; inhibition, % at 3 µM; 360,000 compounds, 1.3% hits;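 active = percent inhibition above its own plate's cutoff, namely the mean of that plate's compound wells plus 3 SD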;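 note: peak over basal fluorescence ratio during 140 s after agonist addition; 0% = ACh EC80 plus DMSO and 100% = DMSO alone without agonist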
Target sequence (P11229 whole entry, looked up): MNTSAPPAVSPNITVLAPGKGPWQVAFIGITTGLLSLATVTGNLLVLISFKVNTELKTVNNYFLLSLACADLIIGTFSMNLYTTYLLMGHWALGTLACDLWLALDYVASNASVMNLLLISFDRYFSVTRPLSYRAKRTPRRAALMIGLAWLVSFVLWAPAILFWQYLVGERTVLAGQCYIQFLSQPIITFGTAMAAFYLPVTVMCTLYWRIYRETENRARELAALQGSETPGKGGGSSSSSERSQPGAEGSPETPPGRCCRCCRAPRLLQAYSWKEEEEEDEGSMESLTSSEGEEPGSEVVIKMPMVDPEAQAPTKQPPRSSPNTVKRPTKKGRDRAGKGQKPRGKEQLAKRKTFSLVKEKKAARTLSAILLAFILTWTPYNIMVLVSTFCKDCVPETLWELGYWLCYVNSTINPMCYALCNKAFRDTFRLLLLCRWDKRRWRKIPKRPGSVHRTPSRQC
M1 PAM parental: nonselective activator or artifact in parental CHO-K1 calcium assay | ATP EC20, Fluo-8 calcium fluorescence; 0% at ATP EC20, 100% at ATP max | 360,000 compounds, 0.02% hits | AID 602247 | activation, % at 3 µM;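 active = activation above the run cutoff, the mean activation of all test compounds plus 3 SD, cut at about 40% in these data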;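 note: peak over basal fluorescence ratio in a 140 s read after ATP addition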
M1 ag: activates human CHRM1 receptor; activation, % at 3 µM; CHO-K1 hM1, Fluo-8 calcium fluorescence, agonist mode; 0% DMSO, 100% acetylcholine EC100; 360,000 compounds, 0.33% hits;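 active = activation above the run's mean compound activation plus 3 SD, cut at about 16% in these data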;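 note: peak over basal fluorescence ratio within a 140 s kinetic read after compound addition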
TAAR1 antagonist: antagonists of human TAAR1; CHO RD-HGA16 TAAR1, Fluo-8 calcium fluorescence, antagonist; AID 624466; inhibition, % at 3 µM; 360,000 compounds, 1.5% hits;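 active = inhibition above a per-plate cutoff, the mean inhibition of test compounds on that plate plus 3 SD, cut at about 49% in these data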;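 note: 0% = DMSO plus EC80 beta-PEA response and 100% = DMSO alone without agonist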
Target sequence (Q96RJ0 whole entry, looked up): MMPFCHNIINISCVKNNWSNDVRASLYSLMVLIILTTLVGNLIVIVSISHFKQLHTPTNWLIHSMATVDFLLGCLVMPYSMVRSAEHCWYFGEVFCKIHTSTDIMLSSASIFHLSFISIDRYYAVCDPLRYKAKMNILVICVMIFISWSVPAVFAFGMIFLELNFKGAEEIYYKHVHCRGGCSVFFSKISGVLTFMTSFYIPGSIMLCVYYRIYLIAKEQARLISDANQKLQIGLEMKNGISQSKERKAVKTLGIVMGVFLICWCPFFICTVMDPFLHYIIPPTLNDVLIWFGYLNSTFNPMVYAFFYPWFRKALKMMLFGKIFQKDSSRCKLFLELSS
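Test system: hTAAR1-expressing CHO RD-HGA16 cells, Gα16-coupled; Probe or stimulus: EC80 β-phenethylamine stimulus; Compound dosing: single nominal final test compound concentration of 3 µM; Timing: 140 s kinetic read after compound, 140 s after agonist; Signal: Fluo-8 calcium-sensitive fluorescence; Measure: % inhibition of agonist calcium response; Controls: DMSO and EC80 PEA controls.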
CHO-K1 Ca antag: counter-screen for M1 antagonists: effect in parental CHO-K1 cells; ATP-induced calcium, Fluo-8 fluorescence; inhibition, % at 3 µM; 360,000 compounds, 0.6% hits;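 active = inhibition above a per-plate cutoff, the plate's mean sample inhibition plus 3 SD, cut at about 24% in these data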;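 note: 0% = DMSO plus EC80 ATP and 100% = DMSO alone without ATP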
OXTR potentiator: potentiates the human oxytocin receptor response; P30559; CHO-OTR cells, Fluo-8 calcium fluorescence, potentiator mode; 0% = oxytocin EC15, 100% = EC100; activation, % at 3 µM; 320,000 compounds, 0.061% hits; AID 2445;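 active = activation above that plate's cutoff, the mean activation of tested compounds plus 3 SD, cut at about 6.6% in these data, passing the limit was not always enough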;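 note: 100% uses oxytocin at 75 nM as the full agonist control; some results filed as inactive read as strong as hits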
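Assay system: CHO cell line stably expressing human OTR. Reagent: EC15 oxytocin agonist. Dosing: single dose, 3.0 µM nominal final compound concentration. Timing: compound 6 min at room temperature before oxytocin, 100 s read. Signal: kinetic Fluo-8 calcium fluorescence. Controls: oxytocin EC15 low and EC100 high.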
TAAR1 agonist: agonists of human TAAR1. CHO RD-HGA16 TAAR1, Fluo-8 calcium fluorescence; vehicle wells 0%, saturating PEA agonist 100%. activation, % at 3 µM. 360,000 compounds, 0.99% hits;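 active = activation above the mean activation of all test compounds in the run plus 3 SD, cut at about 38% in these data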
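System: CHO RD-HGA16 cells carrying human TAAR1 plus Gα16; Incubation: 17-24 h seeding, 75 min 37 °C dye, 30 min RT; Measured by: Fluo-8 fluorescence, 5 s baseline then 140 s kinetic read; Control set: DMSO and PEA EC100; Replication: single well for each compound.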
CHO parental Ca: counter-screen: ATP calcium response change in parental CHO cells. inhibition, % at 5.6 µM. parental CHO-K1, ATP-induced calcium, Fluo-8 fluorescence. AID 463079. 330,000 compounds, 0.63% hits;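 active = inhibition above that plate's mean sample inhibition plus 3 SD, cut at about 26% in these data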;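 note: 0% = ATP-challenged DMSO wells and 100% = DMSO wells without ATP; some compounds past the cut are filed as inactive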
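Material – parental CHO cells · Reagent – ATP stimulus · Compound – single nominal dose of 5.6 µM per compound · Detection – Fluo-8 fluorescence · Read-out basis – percent inhibition of calcium signal · Controls – ATP-challenged DMSO wells low, unchallenged DMSO wells high · Repeats – no replicates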
M1 ag parental: nonselective activator or artifact in parental CHO-K1 cells. activation, % at 3 µM. 360,000 compounds, 0.48% hits. AID 602248. Fluo-8 calcium fluorescence; scaled to maximal ATP response, vehicle zero; in the data active = activation above about 15%;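 note: untransfected CHO-K1 host cells lacking M1 receptor as counterscreen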
Active calls of the source: *.

How did CC(CC(=O)Nc1ccc(F)c([N+](=O)[O-])c1)c1ccccc1 (configuration not stated) do in these assays?
M1 antag: 4.1; M1 PAM parental: 8.1; M1 ag: -7.5; TAAR1 antagonist: 12.0; CHO-K1 Ca antag: -1.6; OXTR potentiator: -9.0; TAAR1 agonist: 3.0; CHO parental Ca: -8.7; M1 ag parental: 3.5

How did O=c1c([N+](=O)[O-])c(N2CCCC2)c2ccccc2n1-c1ccccc1 do in these assays?
M1 antag: 1.9; M1 PAM parental: 3.8; M1 ag: 1.0; TAAR1 antagonist: -24.2; CHO-K1 Ca antag: -7.1; OXTR potentiator: -1.8; TAAR1 agonist: 2.0; CHO parental Ca: -5.7; M1 ag parental: -0.3

Results for O=[N+]([O-])c1ccccc1SNc1ccccn1 ?
M1 antag: 3.1; M1 PAM parental: 22.7; M1 ag: -7.4; TAAR1 antagonist: 1.7; CHO-K1 Ca antag: 3.5; OXTR potentiator: -1.3; TAAR1 agonist: -0.3; CHO parental Ca: -9.2; M1 ag parental: 1.2

Results for CCOc1cc(CN2CCC(CO)(Cc3cccc(C(F)(F)F)c3)CC2)ccc1OC ?
M1 antag: -3.3; M1 PAM parental: 12.3; M1 ag: -5.0; TAAR1 antagonist: 3.9; CHO-K1 Ca antag: -6.5; OXTR potentiator: -15.1; TAAR1 agonist: 6.8; CHO parental Ca: -26.4; M1 ag parental: 3.1

How did CCC(c1nnnn1C1CCCC1)N1CCC(C(N)=O)CC1 (configuration not stated) do in these assays?
M1 antag: -6.4; M1 PAM parental: 17.0; M1 ag: -7.0; TAAR1 antagonist: 18.5; CHO-K1 Ca antag: -11.1; OXTR potentiator: -6.2; TAAR1 agonist: 7.3; CHO parental Ca: -9.2; M1 ag parental: 0.7

Results for COc1ccc(C(=O)c2c3ccc(C(F)(F)F)cc3[n+]([O-])n2CCCN)cc1 ?
M1 antag: 4.5; M1 PAM parental: 7.2; M1 ag: -3.3; TAAR1 antagonist: -14.5; CHO-K1 Ca antag: -12.3; OXTR potentiator: -7.4; TAAR1 agonist: 27.6; CHO parental Ca: -9.8; M1 ag parental: 0.6

What do the screens show for `CC1=CC(C)(C)Nc2ccc(OC(=O)C(Cc3ccccc3)N3C(=O)c4ccccc4C3=O)cc21` (configuration not stated)?
M1 antag: 7.6; M1 PAM parental: 6.9; M1 ag: -1.1; TAAR1 antagonist: 4.1; CHO-K1 Ca antag: 4.5; OXTR potentiator: -8.9; TAAR1 agonist: -0.8; CHO parental Ca: -19.7; M1 ag parental: 2.7

Results for O=C(NCCN1CCCC1)c1cccc(Cl)c1 ?
M1 antag: 4.6; M1 PAM parental: 10.4; M1 ag: -7.6; TAAR1 antagonist: 6.8; CHO-K1 Ca antag: -5.4; OXTR potentiator: -11.0; TAAR1 agonist: 8.9; CHO parental Ca: -5.3; M1 ag parental: 0.1

Results for O=C(Nc1ccccc1)N1CCN(c2cccc(C(F)(F)F)c2)CC1 ?
M1 antag: 5.3; M1 PAM parental: -7.4; M1 ag: -1.0; TAAR1 antagonist: 18.2; CHO-K1 Ca antag: -3.3; OXTR potentiator: -13.6; TAAR1 agonist: 16.1; CHO parental Ca: -7.2; M1 ag parental: 8.7

How did COc1ccc(NC(=O)CC2SC(=NCC3CCCO3)NC2=O)cc1 (configuration not stated) do in these assays?
M1 antag: -6.9; M1 PAM parental: -6.9; M1 ag: -5.8; TAAR1 antagonist: -5.2; CHO-K1 Ca antag: 8.8; OXTR potentiator: 1.2; TAAR1 agonist: 6.3; CHO parental Ca: -10.7; M1 ag parental: -0.2

Results for COc1ccc(CCNC(=S)N2CCN(S(=O)(=O)c3ccccc3)CC2)cc1 ?
M1 antag: -12.6; M1 PAM parental: 10.5; M1 ag: 2.8; TAAR1 antagonist: 7.7; CHO-K1 Ca antag: -4.1; OXTR potentiator: -8.4; TAAR1 agonist: 3.2; CHO parental Ca: 0.1; M1 ag parental: 7.5

What do the screens show for `O=C(Cc1ccccc1)Nc1c(C(=O)N2CCCCCC2)cnn1-c1ccccc1`?
M1 antag: -21.3; M1 PAM parental: -3.5; M1 ag: -2.9; TAAR1 antagonist: 8.0; CHO-K1 Ca antag: -9.1; OXTR potentiator: -6.3; TAAR1 agonist: 3.3; CHO parental Ca: -21.1; M1 ag parental: 0.5

Results for COc1c(F)c(F)c(-c2csc(N)n2)c(F)c1F ?
M1 antag: -6.6; M1 PAM parental: 28.6; M1 ag: -3.5; TAAR1 antagonist: -5.7; CHO-K1 Ca antag: -10.1; OXTR potentiator: -15.2; TAAR1 agonist: 6.1; CHO parental Ca: 2.5; M1 ag parental: 1.0

What do the screens show for `Cc1ccc(C2CC(c3cccs3)=NN2C(=O)CSC2=NCCS2)cc1` (configuration not stated)?
M1 antag: -6.6; M1 PAM parental: -0.3; M1 ag: -2.6; TAAR1 antagonist: 1.0; CHO-K1 Ca antag: -1.9; OXTR potentiator: -1.9; TAAR1 agonist: -0.5; CHO parental Ca: -13.0; M1 ag parental: 2.0

Results for COc1ccc(NC(=O)c2cc(-c3ccncc3)nc3ccccc23)c(OC)c1 ?
M1 antag: 13.3; M1 PAM parental: 5.2; M1 ag: -0.5; TAAR1 antagonist: 42.5; CHO-K1 Ca antag: -0.6; OXTR potentiator: -2.8; TAAR1 agonist: 12.4; CHO parental Ca: -24.6; M1 ag parental: 2.5

How did O=S(=O)(c1cnc[nH]1)N1CCN(c2ccccc2)CC1 do in these assays?
M1 antag: -10.0; M1 PAM parental: 2.4; M1 ag: -1.2; TAAR1 antagonist: -10.3; CHO-K1 Ca antag: 10.2; OXTR potentiator: -2.7; TAAR1 agonist: 1.2; CHO parental Ca: -0.7; M1 ag parental: 0.1

What do the screens show for `Clc1ccc(OCc2nnc3n2CCCCC3)c(Cl)c1`?
M1 antag: -6.7; M1 PAM parental: 6.0; M1 ag: -4.3; TAAR1 antagonist: -20.5; CHO-K1 Ca antag: -6.6; OXTR potentiator: -2.9; TAAR1 agonist: 7.9; CHO parental Ca: -14.6; M1 ag parental: 0.0

How did CCn1nc(NC(=O)C(C)C)c2cc3cccc(C)c3nc21 do in these assays?
M1 antag: -1.2; M1 PAM parental: 7.8; M1 ag: -11.6; TAAR1 antagonist: -14.1; CHO-K1 Ca antag: -17.9; OXTR potentiator: -3.4; TAAR1 agonist: 2.0; CHO parental Ca: -26.9; M1 ag parental: -1.6

How did Cc1ccc2nsnc2c1NC(=O)CCl do in these assays?
M1 antag: -11.5; M1 PAM parental: 11.9; M1 ag: -4.5; TAAR1 antagonist: -13.6; CHO-K1 Ca antag: -8.7; OXTR potentiator: -13.1; TAAR1 agonist: 0.0; CHO parental Ca: -12.3; M1 ag parental: 0.2

How did C[C@H]1CN([C@@H](C)CO)C(=O)Cc2cc(NC(=O)Cc3ccccc3)ccc2O[C@H]1CN(C)C(=O)Nc1cccc2ccccc12 do in these assays?
M1 antag: 2.9; M1 PAM parental: -15.9; M1 ag: 2.4; TAAR1 antagonist: -3.1; CHO-K1 Ca antag: 8.4; OXTR potentiator: -2.4; TAAR1 agonist: 6.6; CHO parental Ca: -6.4; M1 ag parental: -0.1

Results for CCOC(=O)C1CCN(C(=O)Cn2c(=O)oc3cc(S(=O)(=O)N4CCCC4)ccc32)CC1 ?
M1 antag: -3.6; M1 PAM parental: -7.5; M1 ag: -2.8; TAAR1 antagonist: -17.4; CHO-K1 Ca antag: 17.2; OXTR potentiator: -4.8; TAAR1 agonist: 1.0; CHO parental Ca: 5.0; M1 ag parental: -0.2

What do the screens show for `Nc1c(N(Cc2ccccc2)C(=O)COc2ccc(F)cc2Cl)c(=O)[nH]c(=O)n1Cc1ccccc1`?
M1 antag: -3.8; M1 PAM parental: 14.7; M1 ag: -2.4; TAAR1 antagonist: -12.3; CHO-K1 Ca antag: -11.9; OXTR potentiator: 1.8; TAAR1 agonist: 0.0; CHO parental Ca: -8.1; M1 ag parental: 0.0

Results for CCn1cc(C(=O)NCc2cccs2)c(=O)c2cc(S(=O)(=O)N3CCOCC3)ccc21 ?
TAAR1 antagonist: -4.0; OXTR potentiator: 0.0; TAAR1 agonist: -1.8; CHO parental Ca: -2.5

How did O=C(CCCc1ccccc1)Nc1ccc(Br)cc1F do in these assays?
M1 antag: -9.5; M1 PAM parental: 3.0; M1 ag: -5.4; CHO-K1 Ca antag: -3.6; OXTR potentiator: 5.5; CHO parental Ca: -4.7; M1 ag parental: 0.1

Results for COc1ccc(NC(=O)CN2CCN(S(=O)(=O)c3ccc(Cl)cc3)CC2)cc1 ?
M1 antag: -3.7; M1 PAM parental: 1.6; M1 ag: -4.5; TAAR1 antagonist: -3.8; CHO-K1 Ca antag: -5.8; OXTR potentiator: -9.2; TAAR1 agonist: 3.4; CHO parental Ca: -10.3; M1 ag parental: 0.2

How did CCn1c(SCc2ccc([N+](=O)[O-])cc2)nnc1C(C)NC(=O)c1ccccc1Br (configuration not stated) do in these assays?
M1 antag: -2.4; M1 PAM parental: 3.9; M1 ag: -4.8; TAAR1 antagonist: 6.9; CHO-K1 Ca antag: -2.0; OXTR potentiator: -5.2; TAAR1 agonist: 0.6; CHO parental Ca: -5.5; M1 ag parental: 0.9

How did CC(C)Nc1nc(-c2ccccc2)nc(-n2ccnc2)n1 do in these assays?
M1 antag: -4.3; M1 PAM parental: 12.7; M1 ag: -5.1; TAAR1 antagonist: 5.2; CHO-K1 Ca antag: 1.5; OXTR potentiator: -2.0; TAAR1 agonist: -2.0; CHO parental Ca: -32.4; M1 ag parental: 0.5

How did COc1ccc(C(=O)C2CCCN(C3Cc4ccccc4C3)C2)cc1OC (configuration not stated) do in these assays?
M1 antag: 89.9*; M1 PAM parental: -10.0; M1 ag: -9.2; TAAR1 antagonist: 4.3; CHO-K1 Ca antag: 2.1; OXTR potentiator: -9.8; TAAR1 agonist: 0.7; CHO parental Ca: -5.4; M1 ag parental: -0.1
